Source: PubChem BioAssay (National Center for Advancing Translational Sciences (NCATS))
Pol kappa inh – qHTS for Inhibitors of Polymerase Kappa; 400,000 compounds, 0.53% hits; DNA polymerase kappa (Homo sapiens), Q9UBT6; purified Pol kappa, fluorescent DNA synthesis assay, 10 min; AID 588579, 2011; Potency, µM (doses to about 107 µM), without a hit: at the highest dose activity, negative = inhibition, hits mostly inhibitors; note: % is set by controls: 0 for no effect and ±100 for the full control effect
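Kinetic fluorescence readout at 0 and 10 min followed reaction start with substrate at 50 nM final. Beforehand, enzyme (10 nM Pol kappa) stood 15 min with compound at room temperature; buffer-only wells were negative controls.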
Pol eta inh – qHTS for Inhibitors of Polymerase Eta. DNA polymerase eta (Homo sapiens), Q9Y253. recombinant Pol eta, fluorescent DNA replication assay. Potency, µM (doses to about 114 µM), for inactives: at the top dose activity change, negative = inhibition, usual class: inhibitors. 390,000 compounds, 1.2% hits. AID 588591, 2011; note: % is set by controls: 0 for no effect and ±100 for the full control effect
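Fluorescent replication assay: 50 nM final substrate added after a 15 min room-temperature compound preincubation with 10 nM enzyme. Signal taken at 0 min and again at 10 min.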
POLI inh – qHTS for Inhibitors of Polymerase Iota; DNA polymerase iota (Homo sapiens), Q9UNA4; Pol iota fluorescent replication assay, 10 min; Potency, µM (doses to about 115 µM), for inactives: at the highest dose activity, negative = inhibition, most hits filed as inhibitors; 390,000 compounds, 1% hits
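Fluorescent replication assay read twice, at 0 min and 10 min after adding 50 nM (final) substrate. Enzyme (10 nM) and compounds were first incubated 15 min at room temperature; enzyme-free buffer wells were negative controls.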
APEX1 inh – qHTS Assay for Inhibitors of the Human Apurinic/apyrimidinic Endonuclease 1 (APE1); recombinant APE1, TAMRA/BHQ-2 abasic DNA cleavage fluorescence; 350,000 compounds, 0.35% hits; DNA repair nuclease/redox regulator APEX1 (Homo sapiens), P27695; Potency, µM (highest dose often 65.8 µM), inactives show at the top dose activity change, negative = inhibition, most hits filed as inhibitors;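 note: plate controls were vehicle for no effect and reference inhibitor for full effect; nearly all actives have a fitted effect of over 55% in size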
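APE1 at 0.75 nM final was preincubated with compound 15 min at room temperature, then 50 nM double-stranded THF abasic-site substrate (5'-TAMRA/3'-BHQ-2) was added. Fluorescence (ex 525/em 598 nm) was read kinetically; third-minus-first read gave activity.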
G9a inh – qHTS Assay for Inhibitors of Histone Lysine Methyltransferase G9a. Histone-lysine N-methyltransferase EHMT2 (Homo sapiens), Q96KQ7. G9a H3K9 monomethylation, AlphaScreen, 2 h. Potency, µM (top dose mostly 102 µM), without a hit: at the top dose activity, negative = inhibition, usual class: inhibitors. 350,000 compounds, 8.8% hits. AID 504332, 2011; note: % is set by controls: 0 for no effect and ±100 for the full control effect; nearly all actives have a fitted effect of over 75% in size
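AlphaScreen detection with an anti-monomethyl H3K9 antibody quantified product after a 2 h room-temperature reaction containing 500 nM biotinylated H3K9 peptide, 20 µM SAM and 20 nM enzyme, which had been preincubated 15 min with compound.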
Pol beta inh – qHTS Assay for Inhibitors of DNA Polymerase Beta; Pol beta primer extension/strand displacement, fluorescence kinetic; P06746; 340,000 compounds, 1.3% hits; Potency, µM (doses to about 114 µM), for inactives: at the top dose activity change, negative = inhibition, hits mostly inhibitors; note: % is set by controls: 0 for no effect and ±100 for the full control effect
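Preincubation: enzyme (10 nM) with compound, 15 min, RT. Reaction: substrate added to 50 nM final. Reads: 0 and 10 min. Analysis: normalized, Hill fit.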
BAZ2B block – qHTS Assay for Inhibitors of BAZ2B; Bromodomain adjacent to zinc finger domain protein 2B (Homo sapiens), Q9UIF8; Potency, µM (series often up to 114 µM), inactives show at the highest dose activity change, negative = inhibition, hits mostly inhibitors; AlphaScreen BAZ2B-H3K14Ac peptide displacement; 360,000 compounds, 4.4% hits; note: % is set by controls: 0 for no effect and ±100 for the full control effect; nearly all actives have a fitted effect of over 60% in size
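Compounds, titrated to a top concentration of 110 uM, were incubated 30 min at room temperature with preformed BAZ2B/acetyl-K14 H3 peptide complex (50 nM each). Proximity signal was measured by AlphaScreen after 20 min with beads.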
JMJD2A Tudor inh – qHTS Assay for Inhibitors of JMJD2A-Tudor Domain; Lysine-specific demethylase 4A (Homo sapiens), O75164; AlphaScreen JMJD2A-Tudor / H3K4me3 peptide binding; Potency, µM (titrated, usually from 114 µM), inactives show top-dose activity change, negative = inhibition, usual class: inhibitors; 390,000 compounds, 4.4% hits; AID 504339, 2011; note: % is set by controls: 0 for no effect and ±100 for the full control effect; nearly all actives have a fitted effect of over 50% in size
BLM helicase inh – qHTS Assay for Inhibitors of Bloom's syndrome helicase (BLM) | RecQ-like DNA helicase BLM (Homo sapiens), P54132 | recombinant BLM DNA unwinding, fluorescence dequenching | Potency, µM (doses to about 56.1 µM), without a hit: at the highest dose activity change, negative = inhibition, hits mostly inhibitors | 350,000 compounds, 0.2% hits;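 note: plate controls were vehicle for no effect and no enzyme for full effect; nearly all actives have a fitted effect of over 35% in size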
* = called active by the depositor; ? = inconclusive; · = no result given; & = joins results of further samples; [ ] = dose if it differs, or a comment. Calls come from the whole dose curve; as a rule, active = well fitted curve in the direction sought with a large enough effect; inconclusive = small, poorly fitted or top-dose-only effect, or another doubt; inactive = no such curve, though single readings can be large; an effect the other way counts as inactive or inconclusive. Potency is the fitted concentration of half-maximal effect. This is a subset, so the mix of outcomes need not match the whole.

SMILES | Pol kappa inh | Pol eta inh | POLI inh | APEX1 inh | G9a inh | Pol beta inh | BAZ2B block | JMJD2A Tudor inh | BLM helicase inh
CNC(=O)CSc1nnc(-c2ccccn2)n1Cc1ccco1 | -18% | 8% | 11% | -3% | · | 20% | ? | -4% | 1%
Cc1c(NC(=O)OCCNC(=O)COc2c(Cl)cccc2Cl)sc(=S)n1C | -3% | 9% | 28% | -1% | ? | 5% | 15% | -26% | -2%
O=C(Cn1nnc(-c2ccccc2)n1)NNC(=O)c1ccco1 | -6% | 5% | 127%[activator] | -1% | -6% | -20% | -4% | -4% | -1%
CCCCCC(=O)OC(CN1CCCCCC1)CN1CCCC1=O (configuration not stated) | -15% | -6% | -15% | 20% | · | -1% | 2% | -25% | -12%
COc1ccccc1CCc1nnc(CCC(=O)NCCOc2cccnc2)o1 | -9% | -7% | -1% | 2% | · | 19% | 4% | -15% | -4%
Cc1cccc(OC(C)C(=O)Nc2nccs2)c1 (configuration not stated) | 3% | -1% | -7% | -14% | 7% | -1% | -7% | -10% | 3%
O=C(Nc1ccc(F)cc1)c1cc(-c2ccncc2)nc2c(Cl)cccc12 | -18% | -3% | 10% | -11% | -8%[12.7 µM] | 6% | -39% | -16% | -11%
CCOC(=O)c1nnn(-c2nonc2N)c1COc1c(C=O)cccc1OC | -7% | -17% | -2% | 5% | -24% | 29% | 3% | -8% | 0%
O=C(c1ccc(Br)cc1)c1coc2ccc(O)cc12 | -17% | -11% | 27% | · | · | · | · | -25% | ·
COc1ccc(S(=O)(=O)NC(C)C(=O)Nc2ccc3c(c2)OCCO3)cc1OC (configuration not stated) | -5% | -9% | 25% | 3% | 6% | 8% | -11% | -5% | -4%
Fc1ccc(-c2cc3nc4c(c(N5CCOCC5)n3n2)CCCC4)cc1 | -3%[60.1 µM] | -17% | -17% | -9% | 17%[59 µM] | 0% | 51%[activator] | 1% | -8%
CCOc1ccc(-c2cc3nc(C4CCN(C(=O)OC(C)(C)C)CC4)c(C(=O)Nc4ccc(C)cc4C)cn3n2)cc1 | -14% | ? | 1% | · | -2%[59 µM] | 7% | 1% | -12% | -11%
CCOc1ccc(Cl)cc1Nc1nc(NCCO)nc(N2CCCC2)n1 | -1% | 2% | -6% | · | · | · | · | -20% | ·
O=C(CCNS(=O)(=O)c1ccc(Cl)cc1)OCC(=O)c1ccc[nH]1 | 11% | -10% | 44%[activator] | 0% | -3% | -16% | -9% | -5% | -3%
CCN(CC)CCCNC(=O)CCc1ccccc1 | 0% | -19% | 18% | 21% | -26%[59 µM] | -1% | -7% | -5% | -8%
COc1ccccc1NC(=O)CSc1nnc(C)n1CCc1ccccc1 | -1% | -7% | 15% | -3% | -5% | 16% | 5% | -1% | -4%
Cc1ccc(S(=O)(=O)N2CCCCC2)cc1C(=O)Nc1ccc2cn[nH]c2c1 | -25% | -20% | 0% | 2% | -2% | 2% | -26% | -23% | -8%
COC(=O)c1[nH]c2cccc(Cl)c2c1NC(=O)CN1CCCCC1C (configuration not stated) | -3% | -15% | 2% | -7% | ? | 1% | -24% | -15% | -4%
Cc1ccc(NC(=S)N(CCCN2CCC(C)CC2)Cc2ccco2)cc1 | -1% | -5% | 110%[activator] | 0% | -34% | 37% | -18% | -28% | -2%
COC(=O)CSc1nnc(CNC(=O)Cc2ccccc2)n1C | -10% | -12% | -1% | 12% | -32% | 32% | -10% | -12% | -1%
Cc1ccc(CN(Cc2ccco2)C(=O)COc2cccc(C)c2C)o1 | -7% | -17% | 12% | · | -3%[59 µM] | 2% | 9% | ? | -6%
O=S(=O)(NCc1cccnc1)c1ccc(Cl)cc1 | 4% | -10% | 74%[activator] | 37% | -3%[0.501 µM] | 0% | -1% | 0% | -3%
Cn1c(=O)n(C)c2cc(/C=N/NC(=O)c3cccc(Br)c3)ccc21 | -7% | -7% | -4% | 11% | 20%[59 µM] | 14% | 2% | -16% | -1%
CCc1ccccc1NCc1nnc2n1CCCCC2 | -2%[60.1 µM] | -18% | 2% | · | -4%[59 µM] | -1% | -16% | 4% | -2%
COC(=O)c1ccccc1NC(=O)CSc1n[nH]c(C)n1 | 6%&3% | -16%&-11% | 3%&-17% | 13% | -2%&11%[59 µM] | 1%&3% | -1%&0% | 1%&8% | -1%&5%
O=C(Cc1cccs1)NCc1cn2ccccc2n1 | -1% | 2% | 8% | 4% | 7% | 7% | -4% | -2% | -1%
Cc1ccc(N(CC(=O)Nc2ccc(Br)cc2)S(=O)(=O)c2cccs2)cc1 | -6% | ? | 18% | · | 8%[59 µM] | 5% | · | -3% | -3%
CC(=O)c1cc(CN2C(=O)CCC2=O)cs1 | 1% | -5% | 16% | 2% | 9%[59 µM] | -16% | -5% | -16% | -1%
CN(C)CCN(C(=O)c1ccc(S(=O)(=O)N(C)CC2CCCO2)cc1)c1nc2cc3c(cc2s1)OCO3 (configuration not stated) | -7% | ? | 7% | 10% | ? | 7% | -38% | ? | 0%
COC(=O)C1=C(C)OC(N)=C(C#N)C1c1ccsc1 (configuration not stated) | -16% | 0% | -3% | 16% | ? | 14% | 13% | -8% | 2%
COc1ccc(/C=C2\SC(N3CCc4ccccc4C3)=NC2=O)cc1 | 3% | -24% | -7% | -4% | 1%[59 µM] | 28% | -33% | ? | -6%
O=C(Nc1cccc(O)c1)c1cc(S(=O)(=O)N2CCCC2)ccc1Cl | -12% | -15% | 3% | -2% | -8% | 1% | 5% | 0% | -1%
O=C(CNC(=O)OCc1ccccc1)Oc1cc2oc(=O)cc(-c3ccccc3)c2cc1Cl | -7% | -4% | ? | ? | 8%[12.7 µM] | -1% | ? | -8% | 1%
COC(=O)CC1C(=O)NCCN1C(=O)OC(C)(C)C (configuration not stated) | 9%[60.1 µM] | -17% | ? | 14% | -22% | -18% | -5% | 11% | 2%
O=C(C1CC1)N1CCN=C1SCc1ccccc1 | -8% | -2% | 7% | -7% | 15%[59 µM] | -7% | 1% | -17% | 3%
COc1cc(CNC(=O)CCCC(=O)c2ccccc2)cc(OC)c1OC | 0% | -15% | 13% | 5% | 10%[12.7 µM] | 6% | -3% | -29% | -1%
CCn1c2ccccc2c2cc(NC(=O)COc3cccc(C)c3)ccc21 | -15% | -17% | 18% | · | -34%[59 µM] | 6% | 6% | -2% | -7%
N#C/C(=C/c1ccccc1)C(=O)NCc1ccccc1 | -14% | 3% | 84% | -4% | -8%[59 µM] | 5% | -15% | -6% | -6%
Cc1ccc(Cl)cc1N1CCN(C(=O)CCSCc2ccccc2F)CC1 | 1%[60.1 µM] | -19% | -10% | · | 12%[59 µM] | ? | 41%[activator] | 24% | -9%
CN(C)S(=O)(=O)c1ccc(NC(=O)CN2CCc3ccccc32)cc1 | -13% | -7% | 17% | 2% | -33%[12.7 µM] | 2% | ? | -26% | -7%
CCN(CC)C(=O)Oc1ccc(Br)cc1C(=O)Nc1ccc(F)cc1F | -21% | 3% | 155%[activator] | -7% | 22% | -2% | 5% | -3% | -7%
O=c1c(-c2ccccc2)[n+]([O-])c2ccccc2n1O | -14% | -5% | 51%[activator] | -3% | ? | 5% | ? | ? | -10%
Cc1ccc(NC(=O)CN2C(=O)CSc3ccc(S(=O)(=O)N4CCCC4)cc32)c(C)c1 | 1% | -6% | 6% | · | -24%[59 µM] | 1% | ? | -15% | -5%
COC(=O)CSc1nc(N)c2c3c(sc2n1)CCCC3 | -1% | -5% | -2% | 14% | ? | 16% | 6% | 5% | -5%
O=C(Oc1coc(CSc2ncccn2)cc1=O)c1ccccc1[N+](=O)[O-] | 1% | -18% | 1% | 4% | ? | -2% | -30% | -5% | -5%
OC(CN(c1ccccc1)c1ccccc1)Cn1cnc2ccccc21 (configuration not stated) | -12% | -23% | 6% | 1% | ? | ? | ? | ? | -5%
Cc1cc(=O)n2[nH]cnc2n1 | -6% | -10% | -6% | 2% | 0%[59 µM] | 25% | -3% | -21% | 2%
COc1ccc2[nH]c3c(c2c1)CCN1C(=O)C(CC(=O)NCC24CC5CC(CC(C5)C2)C4)C[C@H](C(=O)N2CCCCC2)[C@@]31C (some centres not stated) | -7% | -17% | 6% | 14% | · | · | · | ? | ·
CCCOc1ccc(C(=O)CCNc2cccc(Cl)c2)cc1 | -5% | 3% | 43%[activator] | 5% | 23%[59 µM] | -9% | 5% | 3% | -7%
COc1ccc(NC2CCCN(C(=O)CSc3ccccn3)C2)cc1OC (configuration not stated) | 8% | -10% | 12% | 6% | 89%[activator] | 27% | 0% | -22% | -2%

Reformatted: entries from further up.
Molecule	Pol kappa inh	Pol eta inh	POLI inh	APEX1 inh	G9a inh	Pol beta inh	BAZ2B block	JMJD2A Tudor inh	BLM helicase inh
OC(CN(c1ccccc1)c1ccccc1)Cn1cnc2ccccc21 (configuration not stated)	-12%	-23%	6%	1%	?	?	?	?	-5%
Cc1cc(=O)n2[nH]cnc2n1	-6%	-10%	-6%	2%	0%[59 µM]	25%	-3%	-21%	2%
COc1ccc2[nH]c3c(c2c1)CCN1C(=O)C(CC(=O)NCC24CC5CC(CC(C5)C2)C4)C[C@H](C(=O)N2CCCCC2)[C@@]31C (some centres not stated)	-7%	-17%	6%	14%	·	·	·	?	·
CCCOc1ccc(C(=O)CCNc2cccc(Cl)c2)cc1	-5%	3%	43%[activator]	5%	23%[59 µM]	-9%	5%	3%	-7%
COc1ccc(NC2CCCN(C(=O)CSc3ccccn3)C2)cc1OC (configuration not stated)	8%	-10%	12%	6%	89%[activator]	27%	0%	-22%	-2%
